Screening results (PubChem BioAssay)
Growth percent in the NCI-60 one-dose screen (48 h, 10 µM unless noted): 100 = growth as untreated, 0 = no growth, -100 = all killed.
NCI-H23: NCI-H23 lung cancer | hit rate 4% among 80,000
NCI/ADR-RES: NCI/ADR-RES ovarian cells | hit rate 4.4% among 81,000
NCI-H522: NCI-H522 lung cancer | hit rate 8% among 78,000 | AID 1794739
HCT-116: HCT-116 colon cancer; hit rate 7.3% among 82,000
COLO 205: COLO 205 colon cancer; hit rate 7.3% among 79,000; AID 1794742
HCT-15: HCT-15 colon cancer. hit rate 5.2% among 82,000
NCI-H460: NCI-H460 lung cancer; hit rate 6.8% among 82,000
NCI-H322M: NCI-H322M lung cancer; hit rate 2.7% among 80,000
NCI-H226: NCI-H226 lung cancer. hit rate 3.5% among 79,000. AID 1794732
* hit, by the source's call; . = not tested or not shown; & = joins results of further samples; ! = not active in a repeat. Rule for the calls: active = growth percent below 10; inactive = the rest.

SMILES | NCI-H23 | NCI/ADR-RES | NCI-H522 | HCT-116 | COLO 205 | HCT-15 | NCI-H460 | NCI-H322M | NCI-H226
S=C(Sc1ccc(Cl)cc1)Sc1ccc(Cl)cc1 | 22 | 5.6* | -83* | -68* | -54* | 3.2* | 67 | 106 | -53*
COc1ccc2c(c1OC)C(=O)OC2 | 101 | 100 | 78 | 100 | 111 | 103 | 109 | 99 | 100
CCOC(=O)C1(C(=O)OCC)NC(=O)CC1CC (stereo not given) | 99 | 109 | 112 | 125 | 103 | 100 | 107 | . | 97
COc1cc2c(cc1OCCCOc1ccc(-c3ccc4c(c3)c3cc(-c5ccc(OCCCOc6cc7c(cc6OC)C(=O)N6CCC[C@H]6C=N7)cc5)ccc3n4S(=O)(=O)c3ccc(F)cc3)cc1)N=C[C@@H]1CCCN1C2=O | 95 | 106 | 89 | 98 | 108 | 93 | 84 | 93 | 95
O=[N+]([O-])c1cc(F)cc(F)c1 | 104 | 108 | 103 | 93 | 116 | 109 | 102 | 109 | 95
COc1cc(-c2nc3ccccc3s2)cc(CN2CCCCC2)c1O | 80 | 92 | 95 | 88 | 108 | 135 | 100 | . | 79
CCCCCCCCCCCC1=NCC(CC(C)CC(C)(C)C)O1 (stereo not given) | 103 | 101 | . | 80 | 99 | 97 | 106 | 99 | 93
COc1cc(-n2cc(C#N)c(N)c2C(=O)c2ccc(Br)cc2)cc(OC)c1OC | 95 | 102 | 96 | 100 | 107 | 100 | 101 | 100 | 106
c1ccc(-n2c(SCCc3c[nH]c4ccccc34)nnc2-c2ccncc2)cc1 | 98 | 93 | 95 | 101 | 113 | 93 | 106 | 94 | 96
CCOC(=O)OCc1ccccc1 | 102 | 105 | 105 | 104 | 107 | 105 | 103 | 104 | 110
CCOC(=O)C(Cc1cccc(F)c1)C(=O)OCC | 99 | 103 | 96 | 107 | 109 | 104 | 105 | 111 | 105
CCOC(=O)/C(C#N)=C\c1ccc(N(C)C)cc1 | 102 | 109 | 92 | 105 | 113 | 98 | 102 | 103 | 98
CSc1nc(S(C)(=O)=O)nc2[nH]c(=O)[nH]c12 | 99 | 110 | . | 99 | 106 | 95 | 116 | . | 101
c1cc(N2CCCC2)c2nc(-c3[nH]ncc3Nc3ncnc4[nH]ccc34)[nH]c2c1 | -45* | -21* | -11* | -9.4* | -66* | -26* | -5.0* | -21* | -40*
CCn1c(=O)sc2cc(Cl)ccc21 | . | 107 | 95 | 93 | 107 | 104 | 104 | . | 88
COC(=O)c1ccc2c(c1)Oc1ccc(Cl)cc1-c1cc(C)nn1-2 | 78 | 73 | 82 | 44 | 70 | 92 | 14 | 82 | 37
CC1=CC2C(=O)c3c([nH]c4ccccc34)NC2C=C1 (stereo not given) | 106 | 106 | 98 | 95 | 113 | 108 | 105 | 106 | 95
CCOC(=O)c1cn(CCN(C)C)c2nc(NCc3ccc(OC)c(OC)c3)nn2c1=O | 98 | 101 | 93 | 107 | 111 | 103 | 104 | . | 94
c1cnc2nc3c(cc2c1)oc1ncccc13 | 99 | 110 | 94 | 100 | 116 | 108 | 107 | 96 | 101
COc1ccc(CCN2C(=O)/C(=C/c3ccc(C4Oc5ccccc5C5CC(c6ccc(Cl)cc6)=NN54)cc3)SC2=S)cc1 (stereo not given) | 87 | 100 | 90 | 99 | 106 | 101 | 102 | 89 | .
COc1c(O)cc2oc3cc(O[C@H]4O[C@@H](CO)[C@@H](O)C(O)C4O)c(CC=C(C)C)c(O)c3c(=O)c2c1CC=C(C)C (stereo not given in full) | 97 | 103 | 76 | 103 | 107 | 107 | 101 | 107 | 100
O=C(O)c1ccc2ccccc2c1C(=O)O | 97 | 95 | 86 | 94 | 98 | 98 | 109 | 98 | .
CCCCC1=C(Br)C(=O)c2ncccc2C1=O | 95 | 97 | 74 | 63 | -6.2* | 100 | 105 | 100 | 98
C=CCN1CCN(/C(=N/c2sc(-c3ccccc3)nc2-c2ccccc2)c2ccc(C)cc2)CC1 | 80 | 94 | 89 | 57 | 95 | 70 | 97 | 102 | 111
Ic1ccc(CCc2ccc(I)cc2)cc1 | 106 | 101 | 104 | 115 | 109 | 91 | 115 | 112 | 98
COc1cccc(-c2nc(N)nc(N)n2)c1O | 101 | 106 | 99 | 105 | 110 | 105 | 100 | 106 | 94
CC1CN(/N=C/c2ccc([N+](=O)[O-])o2)C(=N)O1 (stereo not given) | 97 | 101 | 88 | 96 | 113 | 98 | 96 | 117 | 96
O=C1Nc2ccccc2/C1=C/c1ccc(COCC2CO2)n1Cc1ccccc1 (stereo not given) | 97 | 96 | 90 | 84 | 107 | 95 | 109 | 101 | 103
Nc1ccc(S(=O)(=O)Nc2nc(-c3ccccc3)cc(-c3ccccc3O)n2)cc1 | 104 | 100 | 97 | 98 | 120 | 89 | 95 | 107 | .
O=Cc1c(OCc2cnnn2CC(=O)Nc2ccc(Cl)cc2)ccc2ccccc12 | 101 | 102 | 89 | 104 | 115 | 101 | 104 | 102 | .
C[C@@H]1CC(=O)C2CCCC1C2=O (stereo not given in full) | 91 | 96 | 96 | 108 | 116 | 106 | 105 | 88 | 103
CSC(=S)NCC(=O)O | 101 | 100 | 99 | 100 | 103 | 104 | 110 | 114 | 96
Cc1sc(N/N=C/c2cn(-c3ccc(C(=O)O)cc3)nc2-c2ccc(C(=O)O)cc2)nc1C(F)(F)F | 94 | 99 | 116 | 87 | 110 | 94 | 105 | 89 | 90
O=S(=O)(O)Cc1cccc2ccccc12 | 98 | . | 98 | 94 | . | 103 | 108 | 103 | 103
Clc1ccc(-c2csc(Nc3cccc(Nc4csc(-c5ccc(Cl)cc5)n4)c3)n2)cc1 | 72 | 79 | 46 | 67 | 94 | 56 | 79 | 69 | 75
C/C(=N\Nc1ccccc1C(=O)O)C(=O)NCC(=O)O | 105 | 106 | 103 | 103 | 110 | 100 | 110 | 100 | .
Cc1cccc(NCc2ccccc2)c1 | 102 | 103 | 84 | 94 | 100 | 102 | 109 | 100 | 95
N#C/C(=C\c1ccc(-c2ccccc2Cl)o1)c1ccccc1 | 75 | 89 | 84 | 77 | 102 | 51 | 96 | 87 | 72
Cc1cc([N+](=O)[O-])c(C)cc1N | 103 | 106 | 77 | 109 | 121 | 105 | 109 | 107 | 101
CC(=O)OCC1OC(OC2=C(CC=C(Cl)Cl)C(=O)c3ccccc3C2=O)C(OC(C)=O)C(OC(C)=O)C1OC(C)=O (stereo not given) | 105 | 93 | 3.9* | 32 | 98 | 57 | 95 | 102 | 85
CC(C)=CCC[C@](C)(O)[C@H]1CC[C@]2(C)[C@@H]1CC[C@@H]1[C@@]3(C)C/C(=C/c4ccccn4)C(=O)C(C)(C)[C@@H]3CC[C@]12C | 68 | 93 | 67 | 46 | 81 | 60 | 69 | 104 | 82
O=C(O)C(c1ccccc1)C(O)C1CCCC1 (stereo not given) | 97 | 105 | . | 100 | 104 | 121 | 109 | 99 | 124
CCCCCCc1cc(-c2cc(CCCCCC)nc(N)n2)nc(N)n1 | 98 | 101 | 100 | 98 | 106 | 99 | 103 | 98 | 95
Cc1cc(N=Nc2ccc(-c3ccc(N=Nc4c(S(=O)(=O)O)cc5cc(S(=O)(=O)O)c(N=Nc6ccccc6)c(O)c5c4N)cc3)cc2)c(N)cc1N | 100 | 115 | 106 | 110 | 103 | 100 | 103 | 105 | 111
Cc1ccc(-c2ccc(-c3ccccc3N)c3[nH]c4ccccc4c23)cc1 | 84 | 83 | 73 | 63 | 78 | 80 | 89 | 66 | .
O=C(O)c1cc(F)cc(F)c1 | 98 | 110 | 93 | 100 | 96 | 107 | 108 | 103 | 95
Cc1cc(Br)ccc1Br | 111 | 107 | . | 119 | 106 | 103 | 122 | 131 | 109
O=C(NNCN1C(=O)c2ccccc2C1=O)c1ccccc1 | 100 | 105 | 91 | 95 | 109 | 100 | 106 | 86 | 105

An excerpt of these results, with each value named.
Structure: COc1cc(-n2cc(C#N)c(N)c2C(=O)c2ccc(Br)cc2)cc(OC)c1OC
  NCI-H23 = 95
  NCI/ADR-RES = 102
  NCI-H522 = 96
  HCT-116 = 100
  COLO 205 = 107
  HCT-15 = 100
  NCI-H460 = 101
  NCI-H322M = 100
  NCI-H226 = 106
Structure: c1ccc(-n2c(SCCc3c[nH]c4ccccc34)nnc2-c2ccncc2)cc1
  NCI-H23 = 98
  NCI/ADR-RES = 93
  NCI-H522 = 95
  HCT-116 = 101
  COLO 205 = 113
  HCT-15 = 93
  NCI-H460 = 106
  NCI-H322M = 94
  NCI-H226 = 96
Structure: CCOC(=O)OCc1ccccc1
  NCI-H23 = 102
  NCI/ADR-RES = 105
  NCI-H522 = 105
  HCT-116 = 104
  COLO 205 = 107
  HCT-15 = 105
  NCI-H460 = 103
  NCI-H322M = 104
  NCI-H226 = 110
Structure: CCOC(=O)C(Cc1cccc(F)c1)C(=O)OCC
  NCI-H23 = 99
  NCI/ADR-RES = 103
  NCI-H522 = 96
  HCT-116 = 107
  COLO 205 = 109
  HCT-15 = 104
  NCI-H460 = 105
  NCI-H322M = 111
  NCI-H226 = 105

Part of the list above in order of SMILES length, largest number first:
SMILES | NCI-H23 | NCI/ADR-RES | NCI-H522 | HCT-116 | COLO 205 | HCT-15 | NCI-H460 | NCI-H322M | NCI-H226
C=CCN1CCN(/C(=N/c2sc(-c3ccccc3)nc2-c2ccccc2)c2ccc(C)cc2)CC1 | 80 | 94 | 89 | 57 | 95 | 70 | 97 | 102 | 111
COc1cccc(-c2nc(N)nc(N)n2)c1O | 101 | 106 | 99 | 105 | 110 | 105 | 100 | 106 | 94
CSC(=S)NCC(=O)O | 101 | 100 | 99 | 100 | 103 | 104 | 110 | 114 | 96

Remaining list, next part:
SMILES | NCI-H23 | NCI/ADR-RES | NCI-H522 | HCT-116 | COLO 205 | HCT-15 | NCI-H460 | NCI-H322M | NCI-H226
CN1CCN(c2ccc(/C=C/C(=O)c3cc4ccccc4oc3=O)cc2)CC1 | 90 | 98 | 90 | 81 | 117 | 98 | 101 | 89 | 97
Oc1ccc(C=NCCN=Cc2ccc(O)cc2O)c(O)c1 | 107 | 103 | 96 | 97 | 104 | 97 | 108 | 85 | 106
C[n+]1c2ccccc2c(-c2ccccc2)c2ccccc21 | 61 | 98 | 78 | 35 | 47 | 40 | 35 | 91 | 55
CC(=O)c1ccc(C)c([N+](=O)[O-])c1 | 99 | 101 | 83 | 95 | 111 | 102 | 114 | 106 | 104
O=C(CS(=O)(=O)c1ccccc1)c1cc2cc(Br)ccc2oc1=O | 99 | 97 | 91 | 103 | . | 106 | 99 | 103 | .
CC(C)(C)OC(=O)/C=C/c1cccc2c1C(=O)NC(C)(c1cc3cc(Cl)ccc3oc1=O)N2 (stereo not given) | 53 | 25 | 35 | 31 | 19 | 40 | 44 | 61 | 51
CC(=O)OCC(OC(C)=O)C(OC(C)=O)C(COC(C)=O)OC(C)=O (stereo not given) | 102 | 103 | 111 | 95 | 101 | 103 | 111 | 99 | 92
Nc1ncnc2c1ncn2C1OC(CO)C(O)C1O (stereo not given) | 103&94&111 | 72&110 | -20*! | 90&65&108 | 100&121 | 105&34&109 | 103&43&113 | 111&61&114 | 103&83&105
NS(=O)(=O)c1ccc(-n2ncc3c(NNC(=O)Nc4ccc(Cl)cc4)ncnc32)cc1 | 98 | 97 | 84 | 91 | 129 | 106 | 106 | 121 | 99
CCCCCOC(=O)Cc1c[nH]c2ccccc12 | 100 | 99 | 105 | 112 | 114 | 111 | 106 | . | .
O=C(NNc1nc2cc(F)ccc2n2c(CN3CCOCC3)ccc12)c1ccccc1 | 20 | 5.2* | 9.2* | 0.2* | 1.5* | 17 | 0.2* | 25 | 17
Cc1cc(-c2ccc(Cl)cc2)n(Cc2nnc(SCC(=O)Nc3ccc(S(N)(=O)=O)cc3)n2-c2ccc([N+](=O)[O-])cc2)n1 | 90 | 84 | 90 | 61 | 97 | 68 | 67 | 96 | 85
CCOC(=O)c1ccc(C)nc1 | 109 | 117 | 94 | 102 | 113 | 103 | 106 | 120 | 94
CCOC(=O)/C=C/CCCC1CCCCC1 | 106 | 99 | 91 | 106 | 104 | 109 | 106 | 111 | 74
Cc1cc(=O)n2n1-c1ccc(C(F)(F)F)cc1NC(=O)C2 | 95 | 104 | 88 | 101 | 101 | 107 | 105 | . | 99
Cc1cc(NC(=O)c2cccc(C(F)(F)F)c2)n(-c2nc(-c3ccc4c(c3)OCO4)cs2)n1 | 81 | 82 | 83 | 95 | 100 | 91 | 100 | 102 | 99
O=C1NCN(CCN2CCNC2=O)CN1 | 106 | 108 | 95 | 105 | 105 | 104 | 119 | 102 | 100
O=C1NCCOc2ccccc21 | 100&102 | 107&102 | 112&107 | 110&105 | 120&119 | 104&106 | 127&106 | 101&108 | 93&101
O=C(N/N=C/c1ccccc1)C(Oc1ccccc1)c1ccccc1 (stereo not given) | 89 | 75 | 66 | 87 | 109 | 92 | 95 | 94 | 97
CCCN1C(=O)/C(=C2\SC(=N)NC2=O)c2ccccc21 | 92 | 98 | 91 | 99 | 112 | 93 | 100 | 92 | .
CC1=C(C#N)C2=Nc3ccccc3C(=O)NN2C(c2ccccc2)=C1 | 98 | 112 | 87 | 94 | 112 | 109 | 111 | 102 | 100
COc1ccc2[nH]cc(C3(c4c[nH]c5ccc(OC)cc45)C(=O)Nc4ccccc43)c2c1 | 103 | 112 | 98 | 91 | 106 | 100 | 102 | 92 | 79
O=C(O)CN1C(=O)C2C3CC(C2C1=O)C1C(c2ccc(F)cc2)c2sc(=S)[nH]c2SC31 (stereo not given) | . | 110 | 109 | 109 | 118 | 94 | 122 | 105 | 113
CC1=C(C(=O)N(Cc2ccccc2)Cc2ccccc2)C(c2ccccc2)NC(=O)N1 (stereo not given) | 108 | 101 | . | 96 | 116 | 104 | 107 | 98 | 95
